ERAP1 HTS inh – human ERAP1 aminopeptidase inhibitors, primary screen, biochemical, single point, plate reader | Endoplasmic reticulum aminopeptidase 1 (Homo sapiens), Q9NZ08 | recombinant ERAP1, Leu-AMC fluorescence, 60 min | inhibition, % at 10.7 µM | 0.15% of 340,000 active | AID 652197, 2013;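 active means mean replicate inhibition of at least 30%, or all replicates individually reaching that 30% level; inactive means mean below 30% and not every replicate reaching it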;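 further: 0% = neutral control wells and 100% = L-leucinethiol positive control wells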
miR-122 sensor – miR-122 Renilla sensor signal increase in Huh7, primary screen, miR-122 inhibitor project, cell-based, single point, plate reader | Huh7 miR-122 Renilla luciferase sensor, 48 h; neutral wells = 0, positive control = 100 | activation (reporter increase), % at 12.5 µM | 0.3% of 340,000 active | AID 602342, 2012;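 active means mean replicate activation score at least 90 and every replicate individually at or above 90; inconclusive means only one of the two criteria met; inactive means neither criterion met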;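 further: higher luciferase means less miR-122 activity so hits act as miR-122 inhibitors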
CFTR F508del cor – F508del CFTR correction, initial screen, CFBE line, single point | CFBE cells, YFP halide quenching; stimulated with forskolin plus potentiator P3; % fluorescence drop versus neutral controls | activity (quench increase), % at 7.58 µM | AID 720511, 2013 | 0.36% of 350,000 active;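 active means mean added fluorescence quench of at least 8% versus neutral control, with both replicates also reaching 8%; inconclusive means only one of the mean or replicate conditions met; inactive means mean below 8% and not both replicates reaching 8%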;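 further: cells transiently co-express mutant CFTR-F508del with the halide-sensitive YFP; corrector assay measuring rescue of mutant channel to the surface after 24 h compound exposure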
Casp6 inh – human caspase-6 inhibitors, primary screen, biochemical, VEID-R110 fluorescence, single point, set 2; inhibition, % at 12.5 µM; P55212; 0.53% of 350,000 active; purified caspase-6, Z-VEID-R110 cleavage fluorescence; AID 686996, 2013;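 active means mean inhibition across replicates at least about 35%, with every replicate also reaching that limit, limit read from the data; inconclusive means only one of the two criteria met; inactive means neither criterion met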;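 further: 0% = median of neutral control wells and 100% = no fluorescence left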
Target sequence (P55212 24-179 limits assumed): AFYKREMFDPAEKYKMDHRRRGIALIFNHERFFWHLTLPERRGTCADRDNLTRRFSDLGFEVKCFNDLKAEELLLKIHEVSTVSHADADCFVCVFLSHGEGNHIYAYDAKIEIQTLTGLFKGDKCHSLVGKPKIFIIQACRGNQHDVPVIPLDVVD
Target sequence (P55212 194-293 limits assumed): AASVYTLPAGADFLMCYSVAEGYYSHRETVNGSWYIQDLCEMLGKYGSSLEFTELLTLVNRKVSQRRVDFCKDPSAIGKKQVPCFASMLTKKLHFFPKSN
ERp5 block – inhibitors of ERp5-driven insulin aggregation, primary screen, biochemical, turbidity, absorbance 650 nm, single point | Protein disulfide-isomerase A6 (Homo sapiens), Q15084 | 90 min | inhibition, % at 9.99 µM | 0.05% of 350,000 active | AID 651711, 2012;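 active means mean replicate inhibition above about 25%, with every replicate also reaching it, limit read from the data, passing the limit was not always enough; inconclusive means only one of those two criteria met; inactive means neither criterion met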
Target sequence (Q15084 whole entry, looked up): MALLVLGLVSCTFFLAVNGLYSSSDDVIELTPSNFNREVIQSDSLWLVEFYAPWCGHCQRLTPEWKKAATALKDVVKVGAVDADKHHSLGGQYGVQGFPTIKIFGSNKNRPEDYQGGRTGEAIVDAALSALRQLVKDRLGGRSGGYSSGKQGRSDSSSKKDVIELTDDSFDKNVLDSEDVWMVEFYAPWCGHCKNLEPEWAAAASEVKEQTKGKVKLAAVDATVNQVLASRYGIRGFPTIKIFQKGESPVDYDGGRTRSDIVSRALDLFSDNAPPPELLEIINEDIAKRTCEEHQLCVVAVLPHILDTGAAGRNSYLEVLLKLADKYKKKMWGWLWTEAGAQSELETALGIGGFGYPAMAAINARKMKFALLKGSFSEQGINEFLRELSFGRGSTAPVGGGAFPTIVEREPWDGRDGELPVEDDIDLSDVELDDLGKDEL
SIRT5 inh – SIRT5 desuccinylase inhibitors, primary screen, biochemical, fluorescence imaging, single point, set 5; NAD-dependent protein deacylase sirtuin-5, mitochondrial (Homo sapiens), Q9NXA8; Purified SirT5, succinyl-peptide AMC, trypsin-coupled fluorescence; inhibition, % at 15 µM; 1.1% of 330,000 active; AID 652115, 2013; in the data active means inhibition above about 15%; inconclusive means no clear call, values can overlap the other calls
Target sequence (Q9NXA8 whole entry, looked up): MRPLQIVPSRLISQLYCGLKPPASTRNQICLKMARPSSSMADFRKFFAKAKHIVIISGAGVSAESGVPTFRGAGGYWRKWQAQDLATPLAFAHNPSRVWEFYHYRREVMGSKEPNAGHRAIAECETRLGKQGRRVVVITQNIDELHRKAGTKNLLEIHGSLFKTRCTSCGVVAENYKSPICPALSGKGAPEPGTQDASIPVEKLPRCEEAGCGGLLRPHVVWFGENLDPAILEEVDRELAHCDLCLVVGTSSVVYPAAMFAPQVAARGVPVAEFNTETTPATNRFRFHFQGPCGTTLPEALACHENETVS
DENV2 CPE rescue – inhibitors of DENV2 cytopathic effect, primary screen, cell-based, plate reader, single concentration. DENV2-infected cells, cytopathic effect rescue. CPE inhibition, % at 9.99 µM. 1.7% of 350,000 active; in the data active means CPE inhibition above about 20%, passing the limit was not always enough; inconclusive means no clear call, values can overlap the other calls; tested in BHK-21 cells;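 further: 0% = median of neutral control wells and 100% = median of positive control wells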
Numbers without * were called inactive; ? = inconclusive; . = not tested or not shown; & = joins results of further samples; [ ] = remark or other dose. Outcome played no part in choosing rows (roughly 4% active in at least one column).

ERAP1 HTS inh	miR-122 sensor	CFTR F508del cor	Casp6 inh	ERp5 block	SIRT5 inh	DENV2 CPE rescue	canonical_smiles
-1	-6[16.7 µM]	2.2	2	0	-104	0	CCCNC(=O)[C@H]1[C@H](CO)[C@H]2Cn3c(ccc(/C=C/c4ccccc4)c3=O)[C@@H]1N2C(=O)C1CCC1
1	0[16.7 µM]	.	5	-7	-4	-6	C[C@@H]1CN([C@@H](C)CO)C(=O)c2cc(C#CCN(C)C)cnc2O[C@H]1CN(C)Cc1ccccc1F
3	.	-2.0	3	2	3	-3	COc1ccc(CNC(=O)COC(=O)[C@@H]2CCCN2C(=O)c2cccs2)cc1
-1	-6	0.3	-2	3	-2	1	Cc1ccc2c(c1)C(=O)CCN2
5	-9[16.7 µM]	0.1	-7	1	4	-11	COc1ccccc1NC(=O)N[C@@H]1C=C[C@@H](CC(=O)N2CCC(Cc3ccccc3)CC2)O[C@H]1CO
1	-1	2.0	2	3	14	1	CC(=O)N(c1nnc(-c2cccc(C)c2)s1)C1CCCC1
7	.	3.4	-3	1	-3	.	CCC(=O)n1nc(-c2ccc(OC)cc2)nc1NCc1cccs1
-2	18[16.7 µM]	1.2	-1	3	-2	?	CN(C)CC#Cc1ccc([C@@H]2[C@@H](CO)N3CCCCN(C(=O)Nc4ccc(F)cc4)C[C@@H]23)cc1
.	.	-1.5	5	-1	-6	7	Cc1cc(C)n(CC(=O)NC2C(=O)N3C(C(=O)O)=C(CSc4nnc(C)s4)CSC23)n1 (stereo not drawn)
2	.	1.8	2	2	1	8	O=C1N=c2ccccc2=C1c1sc(=S)n(NC(=O)c2cccc(O)c2)c1O

3 of the entries above in order of the ERp5 block value, smallest number first.
| compound | ERp5 block |
| --- | --- |
| CCCNC(=O)[C@H]1[C@H](CO)[C@H]2Cn3c(ccc(/C=C/c4ccccc4)c3=O)[C@@H]1N2C(=O)C1CCC1 | 0 |
| COc1ccccc1NC(=O)N[C@@H]1C=C[C@@H](CC(=O)N2CCC(Cc3ccccc3)CC2)O[C@H]1CO | 1 |
| CC(=O)N(c1nnc(-c2cccc(C)c2)s1)C1CCCC1 | 3 |

(cont.)
ERAP1 HTS inh	miR-122 sensor	CFTR F508del cor	Casp6 inh	ERp5 block	SIRT5 inh	DENV2 CPE rescue	canonical_smiles
2	-4	-1.2	0	0	-3	-2	Cc1ccc2oc(=O)c3cnn(CC(=O)NCCc4ccsc4)c3c2c1
-1	-1	-3.4	2	2	1	?	Cn1c(SCC(=O)Nc2ccc3c(c2)CCC3)nnc1C1CC1
0	-21[16.7 µM]	1.3	-2	-1	0	-5	O=C(NCC[C@H]1CC[C@H](NC(=O)c2ccc3c(c2)OCO3)[C@H](CO)O1)Nc1cc(F)ccc1F
-4	7	1.0	0	1	.	-2	CNc1cncc(-c2ccc(OC)c(OC)c2)n1
-143	.	.	-3	1	-68	?	N=c1oc2cc(O)ccc2cc1C(=O)Nc1nc2ccccc2s1
-2	.	3.3	2	-20	-3	9	O=C(NC(=S)Nc1cc([N+](=O)[O-])ccc1O)c1ccc2c(c1)OCO2
-1	-2	-2.6	0	1	-1	6	COc1ccc(NC(=O)CN(C)C2CCS(=O)(=O)C2)cc1 (stereo not drawn)
2	.	1.0	1	-1	0	0	O=C(CNC(=O)c1ccncc1)N/N=C/c1ccccc1[N+](=O)[O-]
5	.	-0.9	0	-8	-7	.	Cc1cccc(C)c1NC(=O)CCn1cnc2ccccc2c1=O
0	15	1.9	-3	-4	-8	9	CCOc1ccccc1NC(=O)C(OC(=O)c1ccccc1)c1ccccc1 (stereo not drawn)
-1	4[16.7 µM]	0.9	-2	-3	-7	7	C[C@@H]1CCCCO[C@@H](CN(C)S(=O)(=O)c2cn(C)cn2)[C@@H](C)CN([C@H](C)CO)C(=O)c2cc(NC(=O)Nc3cccc4ccccc34)ccc2O1
1	-2	-1.0	-2	1	2	12	O=C(COC(=O)CCNS(=O)(=O)c1ccc(Cl)cc1)NCc1ccccc1
-1	.	-0.3	3	1	7	1	C/C=C/c1ccc([C@H]2[C@@H](CO)N3C(=O)CN(Cc4ccccc4)C[C@H]23)cc1
-5	-18	-1.5	-2	1	-6	.	CCOc1ccc(N(CC(=O)NN=C2CCCC2)S(C)(=O)=O)cc1
0	-3	-0.5	1	-1	-3	10	CCOC(=O)C1CCN(C(=O)CC2(CC(=O)O)CCCC2)CC1
0	-3[16.7 µM]	-0.4	2	4	3	13	C[C@H](CO)N1C[C@H](C)[C@H](CN(C)C(=O)c2ccccc2)OCCCC[C@H](C)Oc2ccc(NC(=O)CCCCCC(=O)Nc3ccccc3N)cc2C1=O
1	-1	-4.3	3	2	1	6	NC(=O)c1ccc(NC(=O)COC(=O)C2CC(=O)N(Cc3ccccc3)C2)cc1 (stereo not drawn)
6	1	1.2	4	-3	0	3	Cc1nccn1-c1c([N+](=O)[O-])c(=O)n(C)c2ccccc12
1	.	1.9	1	-7	-3	9	O=C(CCN1CCCCC1)N[C@@H]1CC[C@@H](CCNS(=O)(=O)c2ccc(F)cc2)O[C@@H]1CO
-3	1[16.7 µM]	5.6	2	8	1	6	Cc1ccc(-c2ccc3c(c2)O[C@@H](CN(C)Cc2ccncc2)[C@H](C)CN([C@H](C)CO)S3(=O)=O)cc1
-2	2	3.3	8	-2	.	-14	CC1(OC(=O)C2CCCC2)C(=O)C=C2C=C(c3ccsc3)N(CC3CC3)C=C2C1=O (stereo not drawn)
.	.	-3.1	1	7	-3	12	CC1(C(=O)Nc2ccc3c(c2)OCCO3)CN(S(C)(=O)=O)CC(=O)N1C1CCCCCC1 (stereo not drawn)
3	-2	1.7	-3	-2	1	-5	CCCN(CCC)CCCNC(=O)c1cn(CC)c2ccc(S(=O)(=O)N3CCc4ccccc4C3)cc2c1=O
0	.	-0.2	3	-4	-3	-4	CCCCn1c(N)c(N(CCOC)C(=O)c2cc(-c3ccc(OC)cc3)nc3ccccc23)c(=O)[nH]c1=O
2	.	-2.0	5	2	0	-1	CC(=O)c1ccc(NC(=S)NNC(=O)NC2CCCCC2)cc1
9&0	-1	2.6&-1.7	-1&0	-1&3	-2&7	2&0	C[C@H]1CN([C@@H](C)CO)C(=O)CCCn2nncc2CO[C@@H]1CN(C)C(=O)c1ccc(N2CCN(C)CC2)cc1
8	0	-0.5	0	-1	-1	0	Cc1nc2c(-c3ccc(Cl)cc3)cnn2c(N)c1-c1ccc(F)cc1
-4	.	-1.4	0	-5	-1	2	O=C(Cc1ccccc1)N[C@H]1C=C[C@H](CC(=O)N2CCOCC2)O[C@@H]1CO
-1	-2	-0.5	0	-3	-2	4	C/C(=N\NC(=O)c1ccoc1C)c1cccc2ccccc12
-1	-4[16.7 µM]	-0.4	1	3	1	-1	CC(C)NC(=O)Nc1ccc2c(c1)C(=O)N([C@@H](C)CO)C[C@H](C)[C@@H](CN(C)C(=O)Nc1ccc(C(F)(F)F)cc1)O2
3	1	-1.6	-3	1	-1	5	CCOC(=O)C1C(C(=O)NN)C1C(=O)Nc1ccccc1 (stereo not drawn)
-3	.	-0.8	-118	-10	-2	2	Cc1noc(C)c1NC(=O)NCC[C@H]1CC[C@@H](NC(=O)c2ccc(F)cc2)[C@H](CO)O1
-1	3[16.7 µM]	2.6	0	-3	-5	-6	C[C@@H]1CCCCO[C@@H](CN(C)C(=O)NC2CCCCC2)[C@H](C)CN([C@H](C)CO)C(=O)c2cc(NC(=O)CCCN(C)C)ccc2O1
-3	-3	-2.1	-1	3	-4	3	Cc1ccc(OCC(=O)NCCCNC(=O)c2ccncc2)cc1C
2	-8	4.8	2	-4	1	9	Cc1sc2ncnc(N3CCC(C(=O)Nc4cc(S(C)(=O)=O)ccc4Cl)CC3)c2c1C
-3	.	6.8	1	1	2	0	Cc1nc(NC(=O)C(C)(C)C)sc1C(=O)Cn1cc(CCCC#N)nn1
21	3	-1.6	-1	0	0	9	Cc1ccc(-c2cccc(C(=O)NCCc3ccccc3)n2)c2ccccc12
2	-5	-1.3	-3	-9	1	15	O=C(Nc1cc2c(cc1Br)OCCO2)c1cccnc1
5	.	-2.1	2	-1	-4	10	CCOc1ccc(CCNC(=O)COC(=O)c2nn(C)c(=O)c3ccccc23)cc1OCC
-4	19[16.7 µM]	0.2	0	0	2	-7	Cc1ccccc1-c1ccc2c(c1)O[C@H](CN(C)C)[C@H](C)CN([C@H](C)CO)S2(=O)=O
0	.	-2.9	0	-2	-2	-1	Cc1ncc([N+](=O)[O-])n1Cc1ccc(F)cc1
-2	.	2.1	2	7	1	11	Cc1ccc(C)c(NC(=O)COC(=O)CNC(=O)C2CCCCC2)c1
-4	3[16.7 µM]	-1.3	-1	4	0	2	O=C(NCC1CC1)[C@@H]1[C@@H](CO)[C@@H]2Cn3c(ccc(-c4ccccc4)c3=O)[C@@H]2N1CC1CC1
1	5[16.7 µM]	-0.7	-1	-1	0	-3	C[C@@H]1CN([C@@H](C)CO)C(=O)c2cc(C3=CCCC3)cnc2O[C@@H]1CN(C)Cc1ccccc1F
-1	7[16.7 µM]	0.4	1	1	-2	0	O=C(C[C@H]1C[C@H]2c3cc(NS(=O)(=O)c4ccc(F)cc4)ccc3O[C@H]2[C@H](CO)O1)NCc1cccnc1
-5	5	3.6	1	3	-2	-4	O=C(NCc1cccnc1)C(=O)c1c[nH]c2ccccc12
-3	2[16.7 µM]	1.7	-2	-5	1	-7	C[C@@H]1CN([C@H](C)CO)C(=O)c2cc(NC(=O)C3CCCCC3)ccc2O[C@@H](C)CCCCO[C@H]1CN(C)S(=O)(=O)c1cn(C)cn1
-1	-4[16.7 µM]	-3.8	-2	8	1	9	COc1ccc(S(=O)(=O)Nc2ccc3c(c2)C(=O)N([C@@H](C)CO)C[C@@H](C)[C@H](CN(C)S(=O)(=O)c2cn(C)cn2)OCCCC[C@@H](C)O3)cc1
-2	-8[16.7 µM]	-0.6	0	-3	11	9	C[C@H]1CN([C@@H](C)CO)C(=O)c2cccc(NC(=O)c3nc4ccccc4s3)c2O[C@@H]1CN(C)S(=O)(=O)c1ccc(F)cc1
0	-4[16.7 µM]	1.3	-1	-1	2	8	C[C@H]1CN([C@@H](C)CO)C(=O)Cc2cc(NS(C)(=O)=O)ccc2O[C@H]1CN(C)Cc1ccc(C(F)(F)F)cc1

(further entries)
ERAP1 HTS inh	miR-122 sensor	CFTR F508del cor	Casp6 inh	ERp5 block	SIRT5 inh	DENV2 CPE rescue	canonical_smiles
.	-3	-4.0	2	3	.	19	CC(=O)C(Sc1ccc2nnc(-c3ccc(C)cc3)n2n1)C(C)=O
-21	-2[16.7 µM]	2.5	2	0	-4	16	C[C@@H]1CN([C@H](C)CO)C(=O)c2cccc(NC(=O)Nc3ccccc3)c2O[C@@H]1CN(C)Cc1ccc(C(=O)O)cc1
-1	-1	-0.9	0	1	-2	-1	COC(CNC(=O)C(=O)NCC1OCCN1S(=O)(=O)c1ccccc1)OC (stereo not drawn)
2	-4	0.9	-1	15	-2	10	COc1cccc(C(=O)NCC(c2ccco2)N2CCc3ccccc3C2)c1 (stereo not drawn)
-4	7	0.3	-4	0	-4	1	Cc1nn(-c2ccc(C(=O)NCC(c3ccco3)N3CCCC3)cc2)c(C)c1Cl (stereo not drawn)
-2	-3	0.9	2	2	-4	?	O=C(CCN1C(=O)[C@@H]2Cc3ccccc3CN2C1=O)Nc1cccc(F)c1
5	-2	3.0	0	-2	.	-3	CCCCCCCCC(c1nc2cc(C)c(C)cc2[nH]1)n1c(=O)c(-c2ccccc2Br)nc2ccccc21 (stereo not drawn)
2	.	-0.9	0	-3	.	2	C[C@]12C(=O)N(c3cccc(F)c3)C(=O)N1[C@@H]1c3ccccc3OC[C@@H]1[C@H]2c1ccccc1
1	.	-2.4	0	-5	7	44*	O=C(c1ccc2c(c1)OCO2)N1CC2(C1)[C@H](c1ccccc1)[C@@H](CO)N2C(=O)C1CCC1

Bioassay records deposited in PubChem BioAssay by Broad Institute.
